NTMT1 inh = Primary qHTS for Inhibitors of N-terminal methyltransferase 1 (NTMT1): MTaseGlo Assay | N-terminal Xaa-Pro-Lys N-methyltransferase 1 (Homo sapiens), Q9BV86 | NTMT1 MTase-Glo SAH luminescence, purified enzyme | Potency, µM (top dose mostly 114 µM), inactives show top-dose activity change, negative = inhibition, hits mostly inhibitors | actives 2.5% (n = 59,000);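 note: potency is the fitted concentration of half-maximal effect; plate controls were DMSO vehicle for no effect and no enzyme for full effect; nearly all actives have a fitted effect of over 65% in size; many of its hits are not listed in these tables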
p53null 32C tox = qHTS Screen for Compounds that Selectively Target Cancer Cells with p53 Mutations: Cytotoxicity of p53 Null Cells at the Permissive Temperature; H1299-neo p53 null cells, ATP luminescence, 24 h, 32C; Potency, µM (top dose mostly 46.1 µM), without a hit: at the top dose activity change, negative = cytotoxicity, most hits filed as cytotoxic; actives 0.62% (n = 55,000); AID 903, 2007;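 note: potency is the fitted concentration of half-maximal effect; 0% = DMSO only and -100% = full killing by 100 µM tamoxifen; nearly all actives have a fitted effect of over 55% in size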
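H1299-neo (p53-null) cells, 600/well, were pre-incubated overnight at 37C, then exposed to compounds at up to 46 uM for 24 hr at 32C. Viability was measured as ATP content by luminescence, and AC50 values came from Hill fits.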
PTAP-TSG101 blk = qHTS Validation Assay for Inhibitors of HIV-1 Budding by Blocking the Interaction of PTAP/TSG101: Sytravon Library Screen | Tumor susceptibility gene 101 protein (Homo sapiens), Q99816 | Fluorescence polarization, FITC-PTAP peptide/Tsg101, 20 min | 44,000 tested, under 10 active | Potency, µM (titrated, usually from 115 µM), without a hit: at the highest dose activity change, negative = inhibition, most hits filed as inhibitors; note: potency is the fitted concentration of half-maximal effect; 0% is about no effect
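Fluorescence polarization binding of Tsg101 binding domain (10 uM final) to FITC-labeled PTAP-motif peptide (50 nM final) in HEPES pH 7.5/NaCl/Tween 20/EDTA/TCEP buffer; 20 min at r.t. Actives by curve class, <25 µM, efficacy <60% inhibition.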
B2AR arrestin ag = qHTS assay of beta-arrestin-biased ligands of beta2-adrenergic receptor: NCGC Sytravon Library Screen; Potency, µM (top dose mostly 46.1 µM), without a hit: at the highest dose activation, most hits filed as activators; 44,000 tested, under 10 active; Beta-2 adrenergic receptor (Homo sapiens), P07550; HTLA Tango cells, beta-arrestin recruitment, luciferase luminescence, 18 h;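 note: potency is the fitted concentration of half-maximal effect; 0% = DMSO and full agonism = EC100 isoproterenol or metaproterenol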
Target sequence (P07550 whole entry, looked up): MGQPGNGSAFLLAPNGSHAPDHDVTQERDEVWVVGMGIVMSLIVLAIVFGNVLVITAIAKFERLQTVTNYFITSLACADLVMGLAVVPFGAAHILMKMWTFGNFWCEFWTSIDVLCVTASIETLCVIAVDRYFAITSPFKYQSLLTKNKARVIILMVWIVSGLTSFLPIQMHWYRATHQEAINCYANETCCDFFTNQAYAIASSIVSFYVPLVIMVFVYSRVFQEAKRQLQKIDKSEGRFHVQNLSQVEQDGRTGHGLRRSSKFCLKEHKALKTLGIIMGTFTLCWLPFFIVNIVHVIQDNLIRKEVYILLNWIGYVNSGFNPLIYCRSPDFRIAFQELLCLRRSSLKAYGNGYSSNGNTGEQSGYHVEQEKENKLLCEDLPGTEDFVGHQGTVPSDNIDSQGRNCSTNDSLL
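Luminescence read-out: arrestin recruitment to recombinant beta2-AR releases tTA, inducing luciferase. Cells exposed 18 hr at 37 degrees C to up to 46 microM compound; %Activity from corrected signal, concentration-response curves classified by r2, magnitude and efficacy.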
GALK inhibitor = qHTS Assay for Inhibitors of Human Galactokinase (GALK): NCGC Sytravon Library Screen. P51570. 44,000 tested, under 10 active. recombinant GALK, Kinase-Glo ATP luminescence, 1 h. AID 1347072, 2019. Potency, µM (doses to about 57.5 µM), for inactives: at the highest dose activity, negative = inhibition, hits mostly inhibitors;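 note: plate controls were full GALK reaction for no effect and reaction lacking GALK for full effect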
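Luminescent ATP-depletion readout (Kinase-Glo Plus, 10 min) after 1 h RT reaction of 5 nM GALK, 35 uM ATP, 100 uM galactose, pH 8.0 HEPES buffer. Decreased kinase activity scored as inhibition.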
p53null 39C kill = qHTS Screen for Compounds that Selectively Target Cancer Cells with p53 Mutations: Cytotoxicity of p53 Null Cells at the Nonpermissive Temperature; actives 0.97% (n = 55,000); Potency, µM (titrated, usually from 46.1 µM), for inactives: top-dose activity, negative = cell killing, hits mostly cytotoxic; AID 904, 2007; H1299 p53-null (neo) cells, 39C, ATPlite viability, 24 h;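 note: potency is the fitted concentration of half-maximal effect; 0% = DMSO only and -100% = full killing by 100 µM tamoxifen; nearly all actives have a fitted effect of over 50% in size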
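ATP-luminescence viability readout (ATPlite, 20 min RT) after 24 hr compound treatment at 39C of H1299-neo or H1299-p53A138V cells; titration up to 46 uM; normalized to DMSO and 100 uM tamoxifen; Hill-fit AC50.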
FH mod = Identification of activators of human fumarate hydratase by quantitative high-throughput screening; Potency, µM (top dose mostly 79.9 µM), inactives show top-dose activity change, negative = inhibition, usual class: inhibitors; actives 0.22% (n = 54,000); AID 1347055, 2019; Fumarate hydratase, mitochondrial (Homo sapiens), P07954; FH coupled MDH/diaphorase resazurin fluorescence, 15 min; note: potency is the fitted concentration of half-maximal effect; % is set by controls: 0 for no effect and ±100 for the full control effect; the screen sought activators but most active calls are inhibition curves; nearly all actives have a fitted effect of over 45% in size
Target sequence (P07954 whole entry, looked up): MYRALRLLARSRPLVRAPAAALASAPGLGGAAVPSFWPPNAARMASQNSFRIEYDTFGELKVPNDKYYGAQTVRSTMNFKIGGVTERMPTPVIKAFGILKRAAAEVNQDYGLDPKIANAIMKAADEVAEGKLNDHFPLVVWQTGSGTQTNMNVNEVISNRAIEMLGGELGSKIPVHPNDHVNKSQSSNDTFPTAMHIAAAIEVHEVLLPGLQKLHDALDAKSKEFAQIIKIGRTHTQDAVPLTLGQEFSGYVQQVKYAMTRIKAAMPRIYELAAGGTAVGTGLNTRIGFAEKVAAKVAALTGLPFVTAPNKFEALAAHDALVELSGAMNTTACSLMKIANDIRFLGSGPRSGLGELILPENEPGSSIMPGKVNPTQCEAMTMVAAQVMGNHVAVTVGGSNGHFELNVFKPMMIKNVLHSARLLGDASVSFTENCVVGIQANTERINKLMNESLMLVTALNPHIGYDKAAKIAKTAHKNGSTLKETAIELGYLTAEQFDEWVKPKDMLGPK
Active calls of the source: *; ? = inconclusive; · = no result given; [ ] = another dose, or the depositor's remark. Calls come from the whole dose curve; as a rule, active = well fitted curve in the direction sought with a large enough effect; inconclusive = small, poorly fitted or top-dose-only effect, or another doubt; inactive = no such curve, though single readings can be large; an effect the other way counts as inactive or inconclusive. Some of the compounds tested (hit frequency here may not be typical).

item	SMILES	B2AR arrestin ag	p53null 32C tox	p53null 39C kill	FH mod	NTMT1 inh	PTAP-TSG101 blk	GALK inhibitor
1	Cn1c(=O)c2sccc2n2c(CCCC(=O)Nc3ccc(Oc4ccccc4)cc3)nnc12	0%	-6%	-6%	?	14%	-2%	-8%
2	COc1ccc(N2CCN(c3ccc(-c4nc(-c5cccc(C)c5)no4)cc3[N+](=O)[O-])CC2)cc1	-1%	-13%	-2%	-5%	34%[activator]	1%	-13%
3	Cc1ccc2oc(-c3ccc(NC(=O)c4cccc(F)c4)c(C)c3)nc2c1	0%	-6%	-10%	-4%	3%	2%	2%
4	COc1ccc(C(=O)Nc2cccc(-c3cn4ccsc4n3)c2)cc1OC	-1%	?	13µM*	-24%	?	0%	2%
5	CC1CCN(c2cc3c(cc2F)c(=O)c(S(=O)(=O)c2ccc(Cl)cc2)cn3C)CC1	1%	-4%	-3%	-3%	0%	-6%	-8%
6	N#Cc1ccccc1NC(=O)C(=O)NCC(c1ccc2c(c1)OCO2)N1CCN(c2ccccc2)CC1 (stereo not drawn)	-1%	-2%	46%[activator]	-28%	3%	8%	-1%
7	CCOc1ccc(S(=O)(=O)N2CCN(c3cc(Cl)ccc3Cl)CC2)c2ccccc12	1%	-7%	-4%	-9%	1%	-1%	1%
8	Cc1cc(C)c(NC(=O)CCN2CCCCC2)c(C)c1	0%	4%	-5%	-14%	-15%	0%	1%
9	Cc1ccc(-n2nc(C(=O)NCCN(C)C)c(=O)n(C)c2=O)cc1	-1%	0%	2%	4%	2%	0%	2%
10	COc1cccc(C(=O)Nc2ccccc2-c2nnc(-c3cccc(OC)c3)o2)c1	1%	-26%	?	-18%	-2%	-1%	-1%
11	FC(F)(F)c1cc(Nc2nc3ccccc3c3nncn23)ccc1Cl	1%	-4%	?	?	5%	-1%	3%
12	Cc1ccc(NC(=O)[C@@H](c2ccccc2)N2Cc3ccccc3C2=O)cc1F	-1%	-3%	3%	?	0%	-9%	-1%
13	O=C(/C=C/c1ccccc1)Nc1cc(-c2nc3ccccc3o2)ccc1Cl	0%	0%	10%	1%	10%	1%	-1%
14	Cc1ccc(Cl)cc1NC(=O)c1ccc2snnc2c1	-4%	1%	-18%	3%	0%	-3%	5%
15	CCN(CC)CCCNC(=O)Cn1nc(N2CCN(c3ccccc3OC)CC2)ccc1=O	0%	5%	13%	-1%	2%	0%	-1%
16	CCc1cccc(C)c1NC(=O)CSc1nc2c(c(=O)[nH]1)CCC2	-2%	2%	0%	-3%	11%	-1%	0%
17	O=C(CCn1ccc2cc(S(=O)(=O)N3CCCC3)ccc21)NCc1cccc(F)c1	0%	0%	30%	7%	2%	-2%	0%
18	Cn1cc(C(=O)NCCc2ccccc2)c(=O)c2cc(S(=O)(=O)N3CCCCC3)ccc21	-2%	-5%	-15%	?	-7%	-2%	0%
19	CCOC(=O)c1c(-c2ccc(C)cc2)csc1NC(=O)c1cc(-c2ccc(OC)cc2)on1	-3%	-3%	20%	-8%	8%	1%	0%
20	Cc1ccc(-n2c(=O)c3c(c4cc(C)ccc4n3C)n(CC(=O)Nc3cc(C)cc(C)c3)c2=O)cc1	?	-8%	-11%	-12%	11%	0%	-2%
21	COc1ccc(OC)c(NC(=O)c2cc(C3CC3)nc3c2c(C)nn3-c2ccc(C)cc2)c1	1%	-2%	-4%	-19%	-2%	0%	0%
22	COc1cc(CN(C(=O)Nc2ccccc2)c2ccccn2)cc(OC)c1OC	-3%	3%	-2%	-13%	?	-5%	2%
23	O=[N+]([O-])c1ccc(O)c(-c2ccnc3cc(-c4ccccc4)nn23)c1	-1%	·	·	-3%	-19%	-5%	-1%
24	CCOc1ccccc1N(CC)C(=O)c1cc2ccc3cccnc3c2[nH]1	1%	29%	-22%	?	2%	0%	0%
25	CC(C)c1ccc(NC(=O)N2CCN(c3ccc(Cl)c(Cl)c3)CC2)cc1	0%	42%[activator]	?	-21%	6%	-1%	11%
26	CCOc1ccc(CNC(=O)c2sc3nc(C)cc(C)c3c2-n2cccc2)cc1	-1%	-3%	-8%	3%	1%	-2%	1%
27	COc1ccc(CNC(=O)Cc2c(C)c3c(cc(C)c4c(C)c(C)oc43)oc2=O)cc1OC	0%	-2%	-21%	-4%	-20%	-3%	-4%
28	CCOC(=O)c1c(NC(=O)c2ccc(Br)cc2)sc2c1CCCC2	2%	-14%	-6%	-5%	7%	0%	2%
29	Cc1ccc(CCNC(=O)c2sc3nc4n(c(=O)c3c2C)CCCC4)cc1	0%	5%	3%	?	-16%	-2%	1%
30	COc1ccc(S(=O)(=O)c2nnn(-c3ccc(C)c(Cl)c3)c2C)cc1	-2%	1%	-8%	-15%	-13%	3%	0%
31	COC(=O)CN1C(=O)CSc2ccc(S(=O)(=O)Nc3cccc(Br)c3)cc21	0%	-7%	-2%	·	·	3%	1%
32	Cn1nc(-c2ccccc2F)c2cc(C(=O)N3CCN(c4ccccc4F)CC3)sc21	1%	41%[activator]	13%	?	-3%	-1%	0%
33	CCc1ccc(C(=O)c2cn(CC(=O)Nc3cc(C)ccc3C)c3nc(C)ccc3c2=O)cc1	-1%	7%	-18%	-9%	?	8%	-9%
34	COc1ccc(Br)cc1CNC(=O)Cn1c(=O)c2cccn2c2ccc(F)cc21	0%	6%	-7%	-7%	?	-3%	-3%
35	COc1ccc(CNC(=O)Cn2nc3c(cc2=O)CCCC3)cc1	0%	29%	20%	?	-5%	3%	-7%
36	Cc1ccc(C)c(Cn2c(SCC(=O)NCc3ccccc3)nc3ccccc32)c1	-1%	3%	27%	-21%	9%	-8%	2%
37	COc1ccc(CNC(=O)c2ccc3c(O)c(S(=O)(=O)c4ccccc4)c(=O)[nH]c3c2)cc1	0%	-14%	-10%	-10%	4%	-5%	0%
38	Cc1cc(F)ccc1S(=O)(=O)NCC(c1ccco1)S(=O)(=O)c1cccs1 (stereo not drawn)	-4%	6%	16%	-21%	1%	-1%	-1%
39	Cc1cn2c(=O)cc(COC(=O)c3ccc(NC(=O)COc4ccccc4C)cc3)nc2s1	-1%	-7%	10%	-5%	1%	0%	-1%
40	COc1ccc(OC)c(NC(=O)N2CCC(N3CCN(Cc4ccc(F)cc4)C(=O)C3=O)CC2)c1	0%	-5%	-12%	-8%	-2%	-7%	-2%
41	COc1ccc(C2C(=O)N(C3CCCCCC3)CC(=O)N2Cc2ccccc2)cc1 (stereo not drawn)	0%	-1%	16%	·	·	-7%	3%
42	O=C(Cc1ccc(F)cc1)NCc1ccc2c(c1)CCN2C(=O)c1ccc(F)cc1	-2%	-6%	0%	-16%	4%	2%	-2%
43	Cc1cccc(-c2nc(S(=O)(=O)c3ccc(Cl)cc3)c(N3CCCCCC3)o2)c1	-1%	-5%	-5%	-19%	2%	-1%	3%
44	CCCCCN1C(C(=O)c2ccccc2)=C(NC(=O)c2ccc(OC)c(OC)c2)c2ccccc2S1(=O)=O	0%	12%	-18%	-9%	15%	-1%	6%
45	CC(=O)N1c2ccc(S(=O)(=O)N3CCCCCC3)cc2CC1C(=O)NCc1ccccc1F (stereo not drawn)	0%	-3%	-21%	0%	-3%	-6%	0%
46	Cc1csc2nc(COC(=O)c3ccccc3NC(=O)c3ccccc3Cl)cc(=O)n12	0%	-9%	5%	-1%	?	-5%	4%
47	Cc1cccc(N2CCN(C(=O)c3cc4ccc5cccnc5c4[nH]3)CC2C)c1 (stereo not drawn)	0%	29%	16%	-32%	-3%	-1%	0%
48	CCc1ccc(-c2[nH]nc3nc(-c4ccc(OC)cc4)cc(C(=O)NCCCOC)c23)cc1	-2%	?	25%	-10%	6%	2%	-1%

Quoted from the listing.
Value for #31 in B2AR arrestin ag: 0%
Value for #6 in FH mod: -28%
Value for #39 in PTAP-TSG101 blk: 0%
Value for #8 in PTAP-TSG101 blk: 0%

The main list resumes; the 4 compounds before the break are reprinted first.
item	SMILES	B2AR arrestin ag	p53null 32C tox	p53null 39C kill	FH mod	NTMT1 inh	PTAP-TSG101 blk	GALK inhibitor
45	CC(=O)N1c2ccc(S(=O)(=O)N3CCCCCC3)cc2CC1C(=O)NCc1ccccc1F (stereo not drawn)	0%	-3%	-21%	0%	-3%	-6%	0%
46	Cc1csc2nc(COC(=O)c3ccccc3NC(=O)c3ccccc3Cl)cc(=O)n12	0%	-9%	5%	-1%	?	-5%	4%
47	Cc1cccc(N2CCN(C(=O)c3cc4ccc5cccnc5c4[nH]3)CC2C)c1 (stereo not drawn)	0%	29%	16%	-32%	-3%	-1%	0%
48	CCc1ccc(-c2[nH]nc3nc(-c4ccc(OC)cc4)cc(C(=O)NCCCOC)c23)cc1	-2%	?	25%	-10%	6%	2%	-1%
49	CCOc1cc(C(=O)NCC(c2ccc(N(C)C)cc2)N2CCOCC2)cc(OCC)c1OCC (stereo not drawn)	-1%	-3%	4%	2%	0%	-7%	-2%
50	CCOC(=O)c1c(NC(=O)COc2cccc(C)c2C)sc(C(C)=O)c1C	0%	-12%	-27%	-13%	10%	-5%	3%
51	CC1CCN(C(=O)CSc2nnc(-c3ccccc3Cl)o2)CC1	-1%	-1%	-4%	-13%	2%	4%	4%
52	CC(=O)N1CCc2c(sc3c2c(=O)n(-c2ccccc2)c(=O)n3CC(=O)Nc2cccc(C)c2)C1	-1%	-6%	-4%	-2%	-8%	5%	-3%
53	COc1ccc(CCNC(=O)c2ccc(Cn3c(=O)c4ccccc4n(CC(=O)C(C)(C)C)c3=O)cc2)cc1OC	0%	-1%	-12%	-24%	0%	5%	-3%
54	COc1cccc(C(=O)NCC(c2ccc(N(C)C)cc2)N2CCc3ccccc32)c1 (stereo not drawn)	7%	-5%	7%	?	-7%	-2%	3%
55	CCN(CC)CCN(C(=O)c1ccco1)c1nc2ccc(Br)cc2s1	-1%	-14%	-18%	-10%	?	-7%	1%
